GCN5L2 inh: GCN5L2 (KAT2A) acetyltransferase inhibition; Q92830; GCN5L2 HAT assay, ThioGlo1 CoA-SH fluorescence; Potency, µM (series often up to 58.9 µM), for inactives: at the top dose activity change, negative = inhibition, hits mostly inhibitors; hit rate 0.21% among 390,000; AID 504327
Target sequence (Q92830 whole entry, looked up): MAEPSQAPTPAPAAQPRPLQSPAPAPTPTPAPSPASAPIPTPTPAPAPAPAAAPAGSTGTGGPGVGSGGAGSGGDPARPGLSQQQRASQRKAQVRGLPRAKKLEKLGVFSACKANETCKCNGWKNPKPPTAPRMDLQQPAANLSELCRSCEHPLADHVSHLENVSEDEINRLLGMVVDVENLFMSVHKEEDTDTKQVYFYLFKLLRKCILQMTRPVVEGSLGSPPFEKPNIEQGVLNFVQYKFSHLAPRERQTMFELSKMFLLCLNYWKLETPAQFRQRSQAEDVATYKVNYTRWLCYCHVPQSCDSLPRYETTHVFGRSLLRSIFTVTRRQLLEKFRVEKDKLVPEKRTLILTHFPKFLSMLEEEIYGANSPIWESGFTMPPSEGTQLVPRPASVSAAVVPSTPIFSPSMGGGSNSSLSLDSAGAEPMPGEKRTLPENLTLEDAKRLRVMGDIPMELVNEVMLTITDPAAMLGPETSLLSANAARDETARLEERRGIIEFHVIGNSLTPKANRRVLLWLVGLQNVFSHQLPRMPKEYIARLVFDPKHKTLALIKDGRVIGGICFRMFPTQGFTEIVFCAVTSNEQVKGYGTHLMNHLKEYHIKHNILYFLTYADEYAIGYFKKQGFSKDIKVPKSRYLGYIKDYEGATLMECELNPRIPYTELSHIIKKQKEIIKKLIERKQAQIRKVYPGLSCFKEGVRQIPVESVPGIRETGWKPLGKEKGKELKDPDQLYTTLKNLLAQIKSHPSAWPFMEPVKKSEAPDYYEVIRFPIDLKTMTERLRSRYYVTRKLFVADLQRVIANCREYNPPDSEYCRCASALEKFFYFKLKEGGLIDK
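Free CoA generated was detected with ThioGlo1 (50uM) fluorescence at Ex340nm/Em540nm, read immediately and after 20 min at room temperature. Enzyme, 20 nM in HEPES pH 7.5 buffer, saw compounds 15 min before adding 75uM H3(1-25) peptide and 70uM acetyl-CoA.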
DT40 TDP1 no CPT: qHTS for Inhibitors of human tyrosyl-DNA phosphodiesterase 1 (TDP1): qHTS in cells in absence of CPT; hit rate 15% among 420,000; DT40 Tdp1-/- hTDP1 cells, no CPT, ATP luminescence, 48 h; Potency, µM (titrated, usually from 46.2 µM), for inactives: at the highest dose activity change, negative = growth inhibition, most hits filed as inhibitors; AID 686978, 2013; note: nearly all actives have a fitted effect of over 55% in size
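Camptothecin absent (DMSO only). Human TDP1-complemented DT40 knockout cells, 400 cells/well, 37 °C for minimum 48 hr; ATP measured via CellTiter-Glo, 30 min dark incubation, luminescence.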
TDP1 inh: TDP1 (human) enzyme inhibition. Potency, µM (titrated, usually from 130 µM), inactives show at the top dose activity change, negative = inhibition, hits mostly inhibitors. hit rate 0.28% among 350,000. recombinant TDP1, AlphaScreen DNA substrate cleavage. Q9NUW8; note: nearly all actives have a fitted effect of over 40% in size
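AlphaScreen read-out: signal falls as enzyme removes the 3' tyrosine-FITC from a 5'-biotinylated DNA oligo (15 nM, 5 min, RT). Enzyme was E. coli-made recombinant Tdp1 at 1 nM, exposed to compound for 15 min beforehand; beads 10 ug/ml, 10 min.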
An asterisk follows results filed as active; ? = inconclusive; nt = not tested or not shown; & = joins results of further samples; [ ] = another dose, or the depositor's remark. Calls come from the whole dose curve; as a rule, active = well fitted curve in the direction sought with a large enough effect; inconclusive = small, poorly fitted or top-dose-only effect, or another doubt; inactive = no such curve, though single readings can be large; an effect the other way counts as inactive or inconclusive. % is set by controls: 0 for no effect and ±100 for the full control effect; potency is the fitted concentration of half-maximal effect. These rows are one share of the data; rates above refer to the full screens.

no.	compound	GCN5L2 inh	DT40 TDP1 no CPT	TDP1 inh
1	COc1ccc(NC(=O)c2ccc(Oc3ncccn3)cc2)cc1	-1%	-15%	8%
2	COc1ccc(NC(=O)CCCC(=O)c2ccccc2)cc1OC	8%	-1%	nt
3	O=C(NCCc1cccc(Cl)c1)c1ccc2c(c1)OCO2	-17%	-19%	3%
4	CCc1nn2c(=O)c(S(=O)(=O)Nc3ccc(Cl)cc3)c(C)nc2s1	-5%&-5%	?	nt
5	Cc1cc2nc(-c3ccc(NC(=O)c4ccccc4F)cc3)oc2cc1C	-6%	8.2µM*	3%[12.3 µM]
6	CC1CN(C(=O)c2ccc(C(=O)c3ccccc3)cc2)CC(C)O1 (centres undefined)	-3%	-20%	-2%
7	CSCCC(NC(=O)c1cccc(S(=O)(=O)N2CCOCC2)c1)C(=O)Nc1cccc(C)c1 (centres undefined)	-5%	-9%	1%
8	COc1cc(CNCc2ccccc2C(F)(F)F)cc(OC)c1	-2%	-21%	nt
9	NC(=O)c1nsc(C(=O)N(c2cccc(F)c2)C(C(=O)NCC2CCCO2)c2ccc3ncccc3c2)c1N (centres undefined)	-8%	?	nt
10	COc1ccccc1N1CCN(c2nc3ccc(C)cc3n3nnnc23)CC1	-4%	7%	6%
11	COc1ccc(CNC(=O)COCc2cc(-c3cccs3)on2)cc1OC	-3%	23µM*	2%
12	Cc1cccnc1NC(=O)Nc1cccc2ccccc12	-5%	6%	3%
13	CCN(CC(=O)Nc1ccc(NC(C)=O)cc1)C(=O)CCCN1C(=O)c2ccccc2C1=O	-4%	-7%	-5%
14	COC(=O)c1ccccc1S(=O)(=O)N1CCC(C(=O)N(C)CCOc2ccccc2)CC1	-3%	-26%	7%
15	CN1/C(=C/C=N/NC(=O)c2ccc([N+](=O)[O-])cc2)C(C)(C)c2ccccc21	-1%	11%	13%
16	C#CCOCCOCCOCCNc1nc(N2CCN(C(=O)C([C@@H](C)O)n3cc([C@@H](N)CCCCN)nn3)CC2)nc(N2CCN(C(=O)[C@H](CCC(=O)O)n3cc([C@@H](N)[C@H](C)CC)nn3)CC2)n1 (some centres undefined)	-5%	8%	1%
17	Oc1ccc(Br)cc1-c1ccn[nH]1	-5%	-25%	-3%
18	S=C(NC1CCCC1)NC1CC1	0%	-9%	0%
19	CC(C)(C)C(=O)NC1(C(F)(F)F)N=C2SCCN2C1=O (centres undefined)	1%	-1%	6%
20	O=C(NCCNS(=O)(=O)c1ccccc1)c1cc(OCC(F)(F)F)ccc1OCC(F)(F)F	24%	-16%	2%
21	N=c1oc2ccccc2cc1C(=O)Nc1ccccc1	0%	-29%	nt
22	COc1ccccc1OCC(=O)Nc1cc(C)ccc1NC(=O)c1ccco1	-7%	-5%	5%
23	CCOc1cc(C)ccc1OCc1nnc(SCC(=O)c2cccc([N+](=O)[O-])c2)n1CC	24%	?	-12%
24	Cc1cc(C(=O)NCc2ccco2)c2ccccc2n1	?	-9%	7%
25	Cc1nnsc1C(=O)Nc1ccc(S(=O)(=O)N2CCCCC2)cc1	-4%	?	0%
26	CCOc1ccc(/C=C/C2=NNC(=O)CC2)cc1	2%	-3%	0%
27	CC[C@@]12CCCN3CCc4c(n(c5ccccc45)C(=O)C1)[C@H]32	-8%[21.4 µM]	nt	12%[21 µM]
28	N#CC1=C(N)C(C#N)(C#N)C(c2ccc[nH]2)C2CCCC=C12 (centres undefined)	-12%	?	2%
29	Cc1ccc(S(=O)(=O)Nc2cc(Cl)c3oc4c(c3c2)C(=O)CC(C)(C)C4)cc1	-2%	?	nt
30	COc1ccc(CN/C(C)=C(/C#N)C(N)=O)cc1OC	0%	-22%	2%
31	Cc1cccc(NC(=O)CC2C(=O)OCCN2Cc2ccccc2)c1 (centres undefined)	-2%	-26%	3%
32	O=C(CNC(=S)NC(=O)c1ccc(Cl)cc1)c1ccccc1	-4%	?	-2%
33	COc1ccc(OC)c(CCNC(=O)c2c3c(nc4ccccc24)C(=O)N(C2CCCCC2)C3)c1	0%	18µM*	10%
34	Cc1ccc(Cl)cc1N1CCN(CC(O)COC(C)C)CC1 (centres undefined)	5%	-18%	nt
35	Cn1c(CCNC(=O)c2ccco2)nc2cc(NC(=O)c3ccco3)ccc21	-7%	-25%	0%
36	Cc1ccc(C(=O)N2CCc3cc(CNC(=O)COc4ccccc4)ccc32)cc1	4%	12µM*	3%
37	CCN(CC)S(=O)(=O)c1cc(C(=O)Nc2nncs2)c(Cl)cc1Cl	-5%	-4%	7%
38	COc1ccccc1N1CCN(C2CCN(C(=O)COc3cccc(C)c3)CC2)CC1	5%	?	-6%
39	CSC(=NC#N)N1CCN(c2ccccc2)CC1	8%	6%	3%
40	COc1cc(CCC(=O)OCC(=O)Nc2nc(C)c(Cl)cc2Cl)cc(OC)c1OC	-1%	-2%	2%
41	S=c1[nH]nc(-c2ccccn2)n1/N=C/c1ccc(Cl)cc1	-6%	-15%	0%
42	CCN(C(=O)COC(=O)c1oc2ccccc2c1C)c1c(N)n(Cc2ccccc2)c(=O)[nH]c1=O	0%	-5%	1%
43	CCOc1ccc(C(=O)Nc2cc(-c3nc4cc(OC)ccc4o3)ccc2C)cc1[N+](=O)[O-]	1%	nt	5%
44	O=C1NCCN(Cc2ccc(Cl)c(F)c2)C1CC(=O)N1CCCO1 (centres undefined)	-28%	-4%	7%
45	COc1cc(NC(=O)c2ccc3c(c2)C(=O)N(CCC(C)C)C3=O)c(C(=O)O)cc1OC	0%	15%	2%
46	CCCCNC(=O)C1CC(c2ccccc2[N+](=O)[O-])=NO1 (centres undefined)	?	0%	2%
47	O=C(CNC(=O)c1ccc(Br)o1)NNC(=O)c1n[nH]c(=O)c2ccccc12	-9%	8%	-1%
48	CCC1=NN(C(=O)Cc2ccc(OC)c(OC)c2)C(O)(C(F)(F)F)C1 (centres undefined)	-2%	-26%	3%
49	O=C(c1cccs1)c1coc2ccc(O)cc12	-5%	-1%	6%
50	CCOC(=O)c1csc(NC(=O)c2ccc(S(=O)(=O)N3CCCC3)cc2)n1	-5%	-3%	5%
51	Cc1ccc(S(=O)(=O)CCNC(=O)Cc2ccccc2)cc1	-12%	?	5%
52	CC(C)[C@H](NC(=O)OC(C)(C)C)c1nnc(SCc2cccc(F)c2)o1	-23%	-28%	5%
53	COC(=O)c1sc2nc(CSc3ccc(Br)cc3)[nH]c(=O)c2c1C	2%	21µM*	4%
54	N#C/C(=C\c1cc(O)c(O)c(O)c1)C(N)=O	-18%	?	nt
55	COc1ccc(NC(=O)NCCN2CCN(c3cccc(Cl)c3)CC2)cc1	-2%	?	11%
56	COc1ccccc1OCc1ccc(C(=O)Nc2cc(OC)c(OC)c(OC)c2)o1	0%	?	4%
57	Cc1cc(NC(=O)CSc2nc(-c3ccc(F)cc3)cs2)no1	-7%	-13%	2%
58	CC(=O)Nc1sc(C)c(C)c1C(=O)OCC(=O)Nc1cccc(C)c1	0%	16µM*	1%
59	Cc1ccc(Nc2nc(N)nc(CCl)n2)cc1	2%	?	nt
60	O=S1(=O)c2ccccc2N(Cc2ccc(F)cc2)c2ccccc21	-10%	?	3%

Reformatted with values under each structure: 16 of the compounds above
The line under a structure holds: GCN5L2 inh | DT40 TDP1 no CPT | TDP1 inh
1	COc1ccc(NC(=O)c2ccc(Oc3ncccn3)cc2)cc1
  -1% | -15% | 8%
2	COc1ccc(NC(=O)CCCC(=O)c2ccccc2)cc1OC
  8% | -1% | nt
3	O=C(NCCc1cccc(Cl)c1)c1ccc2c(c1)OCO2
  -17% | -19% | 3%
4	CCc1nn2c(=O)c(S(=O)(=O)Nc3ccc(Cl)cc3)c(C)nc2s1
  -5%&-5% | ? | nt
5	Cc1cc2nc(-c3ccc(NC(=O)c4ccccc4F)cc3)oc2cc1C
  -6% | 8.2µM* | 3%[12.3 µM]
6	CC1CN(C(=O)c2ccc(C(=O)c3ccccc3)cc2)CC(C)O1 (centres undefined)
  -3% | -20% | -2%
7	CSCCC(NC(=O)c1cccc(S(=O)(=O)N2CCOCC2)c1)C(=O)Nc1cccc(C)c1 (centres undefined)
  -5% | -9% | 1%
8	COc1cc(CNCc2ccccc2C(F)(F)F)cc(OC)c1
  -2% | -21% | nt
9	NC(=O)c1nsc(C(=O)N(c2cccc(F)c2)C(C(=O)NCC2CCCO2)c2ccc3ncccc3c2)c1N (centres undefined)
  -8% | ? | nt
10	COc1ccccc1N1CCN(c2nc3ccc(C)cc3n3nnnc23)CC1
  -4% | 7% | 6%
11	COc1ccc(CNC(=O)COCc2cc(-c3cccs3)on2)cc1OC
  -3% | 23µM* | 2%
12	Cc1cccnc1NC(=O)Nc1cccc2ccccc12
  -5% | 6% | 3%
13	CCN(CC(=O)Nc1ccc(NC(C)=O)cc1)C(=O)CCCN1C(=O)c2ccccc2C1=O
  -4% | -7% | -5%
14	COC(=O)c1ccccc1S(=O)(=O)N1CCC(C(=O)N(C)CCOc2ccccc2)CC1
  -3% | -26% | 7%
15	CN1/C(=C/C=N/NC(=O)c2ccc([N+](=O)[O-])cc2)C(C)(C)c2ccccc21
  -1% | 11% | 13%
16	C#CCOCCOCCOCCNc1nc(N2CCN(C(=O)C([C@@H](C)O)n3cc([C@@H](N)CCCCN)nn3)CC2)nc(N2CCN(C(=O)[C@H](CCC(=O)O)n3cc([C@@H](N)[C@H](C)CC)nn3)CC2)n1 (some centres undefined)
  -5% | 8% | 1%

Continuation:
no.	compound	GCN5L2 inh	DT40 TDP1 no CPT	TDP1 inh
61	COc1ccccc1-c1ccc(=O)n(CC(=O)Nc2ccc(C(=O)N3CCCC3)cc2)n1	3%	-1%	3%
62	O=C(Nc1ccc(Cl)c(-c2nc3ccccc3[nH]2)c1)c1cccnc1	-2%	-18%	2%
63	CC(=O)Oc1ccccc1C(=O)Nc1ccccc1C(=O)N1CCCC1	-9%	5%	3%[56.1 µM]
64	O=C(Nc1ccccc1N1CCCC1)c1ccc([N+](=O)[O-])cc1Cl	-2%	?	11%
65	O=S(=O)(NCCC1CC1(Cl)Cl)c1ccc(Cl)cc1 (centres undefined)	1%	-5%	-1%
66	CCn1c(=O)c(C(=O)NCCc2ccccc2)c(O)c2ccccc21	-19%	?	3%
67	O=S(=O)(c1ccc(Cl)cc1)N1CCN(Cc2ccc(O)c3ncccc23)CC1	-1%	5.8µM*	8%
68	CCCOc1ccc(-c2nonc2NC(=O)COc2ccc(C)cc2)cc1OCCC	-2%	-2%	4%
69	COc1ccc2cc3cc(C(=O)N(C)C4CCCCC4)oc3nc2c1	-24%	?	1%
70	Cc1cc(C)c2ccc(Cl)cc2n1	0%	9%	2%
71	O=C(Cc1ccccc1)NCc1ccc(-n2cccc2)cc1	21%	3.7µM*	-8%
72	COC(=O)C(C#N)C(c1cccnc1)c1c(C)[nH][nH]c1=O (centres undefined)	-4%	-6%	12%
73	CN1/C(=C\C=C2\N=C(c3ccc(F)cc3)OC2=O)C(C)(C)c2ccccc21	2%	23µM*	9%
74	O=C(O)CCCCCn1c(SCC(=O)Nc2ccc(F)cc2)nc2ccsc2c1=O	-3%	-7%	2%
75	COc1cc(OC)cc(-c2nc(-c3ccccc3OC)no2)c1	-12%	?	5%
76	COc1ccc(C(=O)NC2CCN(S(=O)(=O)c3ccccc3F)CC2)cc1	-5%	-1%	nt
77	Cc1ccc(C(=O)Nc2ccc(N3CCCC3)cc2)cc1	-1%	-18%	-2%
78	NC(=O)c1ccc(N2CCCCC2)c(N2C(=O)C3CC=CCC3C2=O)c1 (centres undefined)	-12%	-4%	2%
79	COc1ccc(-n2cc(CN3CCCC3)c(-c3cccc(F)c3)n2)cc1	-5%	21µM*	5%
80	CC(C)c1ccc(/C=C2\SC(=O)N(CC(=O)NC3CCS(=O)(=O)C3)C2=O)cc1 (centres undefined)	?	16µM*	-6%

Pulled one by one from above, 2 records:
no.	compound	GCN5L2 inh	DT40 TDP1 no CPT	TDP1 inh
51	Cc1ccc(S(=O)(=O)CCNC(=O)Cc2ccccc2)cc1	-12%	?	5%
55	COc1ccc(NC(=O)NCCN2CCN(c3cccc(Cl)c3)CC2)cc1	-2%	?	11%

Carrying on.
no.	compound	GCN5L2 inh	DT40 TDP1 no CPT	TDP1 inh
81	COc1ccc(/C=N/Nc2ccc(C(F)(F)F)cc2[N+](=O)[O-])cc1O	-4%	-53%	4%
82	O=C(NCC1CCCO1)c1ccccc1-c1nc(-c2ccc(F)cc2)no1 (centres undefined)	1%	?	0%
83	CC(=O)c1ccc(NC(=O)CSc2nccn2C)cc1	?	-5%	5%
84	CCC(NC(=O)Cn1cnc2c(=O)n(C)c(=O)n(C)c21)c1ccccc1 (centres undefined)	-5%	?	2%
